Source: PubChem (several laboratories)
TRPC4 agonist: opens the mouse TRPC4 cation channel; Q9QUQ5; HEK293 TRPC4beta/mu-opioid, Fluo4 calcium fluorescence; hits give high values; B-score at 10 µM; 310,000 tested, 0.49% active;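 active = B-score above 5 SD of library B-scores, and initial fluorescence ratio not above library mean plus 5 SD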;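 also: positive B-score marks a calcium rise read as TRPC4 activation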
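Material: HEK293 stable line with TRPC4beta plus mu-opioid receptor; technique: Fluo4 calcium-sensitive dye fluorescence, kinetic, 1 Hz baseline; timing: Fluo4 dye loading 45 min at room temperature, 110 s recording; controls: assay buffer as low control, maximal DAMGO as high control; read-out: integrated baseline-normalised fluorescence ratio, converted to per-well B score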
hERG rescue: shields human hERG channel from block by proarrhythmic agents | AID 1511 | activation (rescue from dofetilide block), less the hit threshold, % at 10 µM | 310,000 tested, 0.51% active | Q12809 | CHO-hERG, FluxOR thallium flux, dofetilide IC70 present;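 active = activation above the mean of controls blocked by dofetilide plus 5 SD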;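 also: thallium influx through hERG after potassium depolarization seen as dye fluorescence rise; in these data hits start at about 4.7%; inactives centre near -7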
Target sequence (Q12809 whole entry, looked up): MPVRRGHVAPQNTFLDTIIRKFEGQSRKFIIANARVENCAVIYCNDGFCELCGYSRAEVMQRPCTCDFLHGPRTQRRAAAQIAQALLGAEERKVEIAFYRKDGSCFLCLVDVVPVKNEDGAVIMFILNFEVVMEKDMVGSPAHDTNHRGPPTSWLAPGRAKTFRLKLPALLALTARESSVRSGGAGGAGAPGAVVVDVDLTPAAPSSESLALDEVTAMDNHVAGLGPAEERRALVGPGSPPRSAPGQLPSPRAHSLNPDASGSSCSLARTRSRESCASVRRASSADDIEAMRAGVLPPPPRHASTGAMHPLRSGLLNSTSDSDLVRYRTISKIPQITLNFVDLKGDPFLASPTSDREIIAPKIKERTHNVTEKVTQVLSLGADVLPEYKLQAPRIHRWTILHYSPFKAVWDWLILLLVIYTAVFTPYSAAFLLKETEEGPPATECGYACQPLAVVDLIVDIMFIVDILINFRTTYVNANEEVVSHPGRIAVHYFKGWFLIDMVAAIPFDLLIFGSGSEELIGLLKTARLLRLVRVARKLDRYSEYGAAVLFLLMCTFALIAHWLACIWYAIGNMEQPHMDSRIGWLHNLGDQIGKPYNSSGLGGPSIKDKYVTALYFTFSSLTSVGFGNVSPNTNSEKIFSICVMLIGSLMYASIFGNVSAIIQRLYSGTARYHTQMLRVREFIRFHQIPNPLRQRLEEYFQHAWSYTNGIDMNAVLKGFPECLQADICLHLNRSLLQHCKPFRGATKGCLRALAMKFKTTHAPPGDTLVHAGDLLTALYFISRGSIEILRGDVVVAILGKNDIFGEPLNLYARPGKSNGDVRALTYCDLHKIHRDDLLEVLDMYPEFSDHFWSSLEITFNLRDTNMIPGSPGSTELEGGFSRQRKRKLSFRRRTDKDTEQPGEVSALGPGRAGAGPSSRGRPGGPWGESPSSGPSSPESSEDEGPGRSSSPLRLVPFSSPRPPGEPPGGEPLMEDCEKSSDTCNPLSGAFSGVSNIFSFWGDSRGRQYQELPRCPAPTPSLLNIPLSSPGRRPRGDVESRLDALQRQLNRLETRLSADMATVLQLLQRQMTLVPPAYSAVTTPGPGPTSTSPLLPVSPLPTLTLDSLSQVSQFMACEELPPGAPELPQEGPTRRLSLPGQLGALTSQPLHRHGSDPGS
PolyA inh: yeast polyadenylation inhibition. S. cerevisiae SKY197-pL101 polyadenylation reporter, beta-gal luminescence; efflux-impaired pdr1/pdr3 knockout yeast; score 100 = 6 SD above DMSO. calls only at 12 µM. 300,000 tested, 0.02% active. AID 1875;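 active = lowest replicate activity score at least 50, where 100 means six control SD above control mean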;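 also: yeast exposed to compound for 9 h at 30 °C; higher score means more reporter readthrough which indicates perturbed polyadenylation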
KCNQ1 inh: blocks the human KCNQ1 potassium channel; 310,000 tested, 1.3% active; CHO-K1 KCNQ1, FluxOR thallium flux fluorescence; hits give high values; P51787; B-score at 10 µM;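 active = compounds whose thallium flux B-score, printed positive for inhibition, exceeds three library SD while starting fluorescence stays within three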;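 also: channel opened by potassium depolarization with thallium stimulus after 20 min compound exposure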
KCNQ1 act: potentiators or activators of human KCNQ1 potassium channel. AID 2648. CHO-K1 KCNQ1, thallium flux FluxOR fluorescence; hits give high values. 310,000 tested, 0.35% active. B-score at 10 µM;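 active = fluorescence ratio B-score, a plate-corrected score, at least three library SD, with initial intensity B-score within 5 SD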
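Assay system: stable KCNQ1 CHO-K1 line; medium: assay buffer, equal DMSO in all wells; timing: 90 min dye loading and 20 min compound exposure, both at room temperature; technique: kinetic FluxOR thallium fluorescence, 10-s 1-Hz baseline, 110-s post-stimulus read; read-out basis: B score of baseline-normalized fluorescence ratio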
DYRK1A inh: blocks rat Dyrk1A kinase activity; Q63470; ADP-Glo luminescence, NFATc1 peptide; inhibition, % at 12.5 µM; 310,000 tested, 0.43% active; AID 504441; in the data active = inhibition above about 50%;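 also: plate controls were vehicle with enzyme for no effect and no enzyme for full effect; many of its hits are not listed in these tables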
Platelet DG rel: modulates dense granule release in human platelets | human platelet-rich plasma, SFLLRN dense granule ATP release, luminescence | inhibition, %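 (compounds screened at 7.5 µM in platelet-rich plasma)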 | 300,000 tested, 0.22% active;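 active = mean replicate score, as percent of positive control, at or above 50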
TRPC4 PAM: TRPC4 (mouse) allosteric potentiation; AID 2227; Q9QUQ5; HEK293 TRPC4beta/mu-opioid, DAMGO EC20, Fluo-4 Ca2+ flux; hits give high values; B-score at 10 µM; 310,000 tested, 0.42% active;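 active = B-score of calcium response area above 5 SD of library B-scores, with initial fluorescence ratio within 5 SD of library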;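 also: B-score of integrated fluorescence ratio over time as area under calcium response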
KCNK3 block: human KCNK3 channel inhibition, primary screen. O14649. CHO-KCNK3 thallium flux, FluxOR fluorescence; hits give low values. 340,000 tested, 0.84% active. B-score at 10 µM. AID 602410;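 active = B-score under library mean minus 4 SD, starting fluorescence ratio at most library mean plus 5 SD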;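 also: more negative B-score means stronger inhibition of thallium flux through KCNK3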
KCNK9 inh: blocks the human KCNK9 two-pore domain potassium channel. Q9NPC2. HEK293 KCNK9, FluxOR thallium flux fluorescence; hits give low values. B-score at 10 µM. 310,000 tested, 1.2% active. AID 488922;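 active = ratio B-score over 3 SD below the library mean, with starting fluorescence within 5 SD of its mean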;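 also: negative B-score means less thallium flux so channel inhibition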
TRPC4 block: TRPC4 (mouse) channel inhibition. AID 2247. B-score at 10 µM. HEK293 TRPC4beta/mu-opioid, DAMGO-evoked Fluo4 calcium flux; hits give low values. Q9QUQ5. 300,000 tested, 0.39% active;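 active = B-score over 3 SD under the library average, no early fluorescence shift, positive overall ratio signal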
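System: stable TRPC4beta/mu-opioid receptor HEK293 cells; Dosing: single-point compound dosing; Measured by: Fluo4 Ca2+ flux fluorescence; Read-out basis: per-well B score of integrated baseline-normalized Fluo4 ratio.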
An asterisk follows results filed as active; i = inactive; · = no result given. Some of the compounds tested (hit frequency here may not be typical).

Values in the order: TRPC4 agonist	hERG rescue	PolyA inh	KCNQ1 inh	KCNQ1 act	DYRK1A inh	Platelet DG rel	TRPC4 PAM	KCNK3 block	KCNK9 inh	TRPC4 block
- CC(C)c1nn2c(=O)cc(CSc3ccccc3NC(=O)c3ccccc3F)nc2s1
→ i	-8	i	i	i	0	-7	i	i	i	i
- COc1cc2c(cc1OC)CN(CC(=O)Nc1ccc(C#N)cc1)CC2
→ i	-23	i	i	i	1	1	i	i	i	i
- CCCCn1c(=O)c(C(=O)OCC)c(O)c2ccccc21
→ i	2	i	i	i	-1	3	i	i	i	i
- CN(C)CCCNC(=O)N1c2ccccc2Sc2ccccc21
→ i	-9	i	i	i	6	12	i	i	i	i
- CCc1nnc(NC(=O)CN2CCN(CC)CC2)s1
→ i	-4	i	i	i	1	5	i	i	i	i
- Cc1ccc2nsnc2c1NC(=O)c1ccccc1[N+](=O)[O-]
→ i	-10	i	i	i	·	-5	i	i	i	i
- Cc1nn(C(=O)c2cccnc2)c(C)c1C
→ i	-6	i	i	i	0	1	i	i	i	i
- COC(=O)c1cn(C(=O)OC)c2ccccc12
→ i	-2	i	i	i	23	-4	i	i	i	i
- O=C(NC1CCCCC1)NC1CC2CCCC(C1)N2C1CCCC1 (configuration not stated)
→ i	-1	i	i	i	-3	1	i	i	i	i
- CC[C@@H](C)[C@H](NC(=O)CCc1c(C)c2cc3c4c(oc3c(C)c2oc1=O)CCCC4)C(=O)O
→ i	-8	i	i	i	0	-3	i	i	i	i
- CN(C)CCOc1ccccc1C(C)(C)C
→ i	-14	i	i	i	3	2	i	i	i	i
- Cc1nnc(NC(=O)Nc2cccc(Cl)c2)s1
→ i	-5	i	i	i	17	10	i	i	i	i
- COc1ccc(S(=O)(=O)Nc2cc3c4c(c2)CC(=O)N4CCC3)cc1
→ i	-8	i	i	i	14	6	i	i	i	i
- CN1C(C(=O)NCc2ccco2)CC2Cn3c(nc4cc(Cl)c(Cl)cc43)C21 (configuration not stated)
→ i	-6	i	i	i	2	-3	i	i	i	i
- Cc1cc(N)n(-c2ccc(C(=O)O)cc2)n1
→ i	-8	i	i	i	-1	0	i	i	i	i
- COc1ccccc1N1CCN(CCCNC(=O)Cn2ncc3c([nH]c4ccccc43)c2=O)CC1
→ i	-12	i	i	i	5	1	i	i	i	i
- CCOc1ccc(NC(=O)c2ccc(NC(=O)c3cn4c5c(c(N6CCN(C)CC6)c(F)cc5c3=O)OCC4C)cc2)cc1 (configuration not stated)
→ i	-3	i	i	i	-4	3	i	i	i	i
- CNC(=O)c1csc(-c2ccccc2)n1
→ i	-11	i	i	i	-1	-8	i	i	i	i
- CCCNC(=O)c1nn2cc(Br)cnc2c1Cl
→ i	-7	i	i	i	3	-8	i	i	i	i
- CCNC(=O)c1ccc(OCC(=O)Nc2ccc(F)cc2)c(OC)c1
→ i	-17	i	6*	i	6	5	i	i	i	i
- CCOC(=O)c1nnn(-c2ccc([N+](=O)[O-])cc2)c1C
→ i	3	i	i	i	-6	2	i	i	i	i
- COCC(=O)NC1CCN(CC(=O)Nc2ccc(OC)cc2[N+](=O)[O-])CC1
→ i	-3	i	i	i	·	-10	i	i	i	i
- Clc1ccc(-c2nnc(C3CC3)o2)cc1
→ i	-4	i	i	i	1	2	i	i	i	i
- CCC(Sc1nc(=O)cc(N)n1-c1ccccc1)C(=O)Nc1cc(C)on1 (configuration not stated)
→ i	-5	i	i	i	·	12	i	i	i	i
- O=C(c1cccc(F)c1)N1CCN(C(=O)c2cc3ncc(Br)cn3n2)CC1
→ i	-6	i	i	i	3	4	i	i	i	i
- Cc1cc(-n2c(=O)c(C#N)cc3c(=O)n4cccc(C)c4nc32)no1
→ i	-10	i	i	i	1	8	i	i	i	i
- Clc1ccc(NNc2ccnc3cc(Cl)ccc23)cc1
→ i	-20	i	i	i	2	2	i	i	i	i
- O=C(CC(Nc1ccc(F)cc1)C(=O)OCC(=O)c1cccs1)c1ccccc1 (configuration not stated)
→ i	-8	i	i	i	0	8	i	i	i	i
- COc1cc(/C=C/C(=O)OCC(=O)NCC2CCCO2)ccc1OCC#N (configuration not stated)
→ i	-8	i	i	i	1	3	i	i	i	i
- CCn1c(COc2ccccc2C)nnc1SCC(=O)CC(=O)Nc1ccccc1
→ i	-16	i	i	i	-2	0	i	i	i	i
- CCCc1nnc(NC(=O)CCC(=O)N2CCN(S(=O)(=O)c3ccc(OC)cc3)CC2)s1
→ i	-9	i	i	i	2	16	i	i	i	i
- Cc1ccc(Cl)cc1N1CCN(S(=O)(=O)c2ccc3c(c2)NC(=O)C(C)C(=O)N3)CC1 (configuration not stated)
→ i	-2	i	i	i	1	2	i	i	i	i
- CCc1nn(CC(=O)N2CCCCCC2)c(=O)c2cc3ccccc3n12
→ i	-1	i	i	i	-4	1	i	i	i	i
- Cc1csc2c(N3CCN(C(=O)Nc4ccc(OC(F)(F)F)cc4)CC3)ncnc12
→ 98*	-14	i	i	i	3	21	i	i	i	i
- C#CCN(CC=C)C(=O)CCc1nnc(COc2ccccc2)o1
→ i	-12	i	i	i	-3	-4	i	i	i	i
- OCCN1CCN(c2ncnc3ccc(Br)cc23)CC1
→ i	-9	i	i	i	22	-18	i	i	i	i
- CCCCc1cc(=O)oc2cc(OCC(=O)N[C@@H](Cc3ccccc3)C(=O)O)ccc12
→ i	-7	i	i	i	6	-5	i	i	i	i
- COCCNC(=O)CN1C(=O)COc2ccc(Cl)cc21
→ i	-9	i	i	i	2	4	i	i	i	i
- O=C(CSc1nnc(-c2ccncc2)n1-c1ccc(F)cc1)NNC(=O)c1cccc(O)c1
→ i	-9	i	i	i	-9	11	i	i	i	i
- Cc1ccnc(NC(=O)CSc2ccccn2)c1
→ i	-14	i	i	i	4	2	i	i	i	i
- O=C(c1cc2c(F)cccc2s1)N1CCCC1
→ i	-12	i	i	i	-6	-8	i	i	i	i
- FC(F)(F)c1cccc(Nc2nc(N3CCOCC3)nc(N3CCOCC3)n2)c1
→ i	-9	i	i	i	·	4	i	i	i	i
- Cc1cnn(-c2ccc3nnc(-c4ccc(Cl)cc4)n3n2)c1
→ i	-5	i	i	i	0	4	i	i	i	i
- O=C(Cc1cccs1)NCc1cccs1
→ i	-8	i	i	i	-7	5	i	i	i	i
- COc1ccc(NC(=O)CSCC(=O)OCc2cccc(OC)c2OC)cc1
→ i	-15	i	i	i	·	4	i	i	i	i
- O=C(NCCCN1CCOCC1)c1ccc(NS(=O)(=O)c2ccccc2)cc1
→ i	-5	i	i	i	-5	-4	i	i	i	i
- COc1ccc(C2(O)CCN(CCCCOc3ccccc3)CC2)cc1
→ i	-13	i	i	i	0	-4	i	i	i	i
- COc1cccc(F)c1C(=O)NC(=O)Nc1ccc2nc(C)oc2c1
→ i	-8	i	i	i	0	5	i	i	i	i
- COc1ccc(C2CC(O)(C(C)(C)O)NO2)cc1 (configuration not stated)
→ i	2	i	i	i	-5	3	i	i	i	i
- COc1ccc(CNC(=O)C2CCN(c3nc(-c4ccccc4)nc4c3CCC4)CC2)cc1
→ i	-11	i	i	i	-3	-11	i	i	i	i
- Cc1c(C(=O)Nc2ccccn2)sc2nc3n(c(=O)c12)CCC3
→ i	-13	i	i	i	-10	0	i	i	i	i
- O=c1cc2c(=O)oc3cc(O)c(O)oc3c2c(O)c1O
→ i	-8	i	i	i	32	0	i	i	i	i
